# MT1-MMP act inh = inhibitors of human MT1-MMP activation; P50281; HT1080 RFP-PRO-GFP cells, GFP/RFP ratio fluorescence, overnight; percent of plate control window, DMSO zero; GFP/RFP ratio change, % at 20 µM; 360,000 compounds, 0.061% hits; AID 651647;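 active means GFP/RFP ratio change of at least 30% with cell ATP level not reduced by more than half and red fluorescence within 50% of control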; further: strong numbers were not always called active
#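 Assay system – RFP-PRO-GFP reporter HT1080 cells · Compound dosing – single dose of 20 µM compound, 1% DMSO final · Incubation – overnight compound exposure at 37 °C · Measure – GFP/RFP fluorescence ratio · Benchmarks – DMSO wells and RFP-L50D-GFP cells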
# SUMO1-SIM PPI = modulators of human SUMO1-mediated protein-protein interactions; AID 602429; 360,000 compounds, 0.33% hits; SUMO1 binding to a labelled peptide, TR-FRET, 1 h; P63165; inhibition, % at 20 µM; in the data active means inhibition above about 37%
# Rpn11 block = inhibitors of human proteasome Rpn11; O00487; human 26S proteasome, Ub4-pepOG fluorescence polarization; 20S core pre-blocked with epoxomicin; calls only at 20 µM; 360,000 compounds, 0.59% hits; AID 588493;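 active means inhibition at 20 µM, scaled to each plate's controls, above about 33%, limit read from the data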
# Target sequence (O00487 whole entry, looked up): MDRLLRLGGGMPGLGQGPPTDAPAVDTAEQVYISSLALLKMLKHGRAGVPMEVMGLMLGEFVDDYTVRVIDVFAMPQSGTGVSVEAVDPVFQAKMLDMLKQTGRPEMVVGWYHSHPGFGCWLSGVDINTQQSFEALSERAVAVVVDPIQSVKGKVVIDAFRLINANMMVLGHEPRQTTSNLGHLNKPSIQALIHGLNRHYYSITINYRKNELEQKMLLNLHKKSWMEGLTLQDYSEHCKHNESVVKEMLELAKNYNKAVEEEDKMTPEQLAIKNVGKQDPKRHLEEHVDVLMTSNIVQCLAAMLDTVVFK
# NadD block = NadD (S. aureus) enzyme inhibition; purified NadD enzyme, colorimetric absorbance read-out; 360,000 compounds, 0.78% hits; AID 602399; inhibition, % at 20 µM; in the data active means inhibition above about 26%; further: some compounds past the cut are filed as inactive
# Scp-1 inhibitor = blocks human Scp-1 phosphatase activity; 340,000 compounds, 0.88% hits; AID 493091; Recombinant Scp1, phosphopeptide, malachite green phosphate absorbance; inhibition, % at 20 µM;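 active means inhibition above about 50% at 20 µM, limit read from the data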;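 further: plate controls were DMSO wells with enzyme for no effect and wells lacking enzyme for full effect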
#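 Times: enzyme reaction 45 min at room temperature, colour 5 min, stabilisation 30 min. Material: SCP-1 catalytic fragment, aa 76-261. Medium: Acidic Tris acetate buffer with magnesium and detergent. Signal: colorimetric free-phosphate detection, absorbance 630 nm. Read-out basis: % inhibition of SCP-1 phosphate liberation. Reagent: Phosphorylated 17-residue peptide substrate.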
# STEP block = inhibitors of human striatal-enriched phosphatase STEP; P54829; recombinant STEP, OMFP fluorogenic substrate, fluorescence; inhibition, % at 20 µM; 360,000 compounds, 0.25% hits;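 active means inhibition at 20 µM, scaled per plate between control wells, above about 37%, limit read from the data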;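 further: 0% = DMSO with enzyme and substrate and 100% = substrate only without enzyme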
# Target sequence (P54829 whole entry, looked up): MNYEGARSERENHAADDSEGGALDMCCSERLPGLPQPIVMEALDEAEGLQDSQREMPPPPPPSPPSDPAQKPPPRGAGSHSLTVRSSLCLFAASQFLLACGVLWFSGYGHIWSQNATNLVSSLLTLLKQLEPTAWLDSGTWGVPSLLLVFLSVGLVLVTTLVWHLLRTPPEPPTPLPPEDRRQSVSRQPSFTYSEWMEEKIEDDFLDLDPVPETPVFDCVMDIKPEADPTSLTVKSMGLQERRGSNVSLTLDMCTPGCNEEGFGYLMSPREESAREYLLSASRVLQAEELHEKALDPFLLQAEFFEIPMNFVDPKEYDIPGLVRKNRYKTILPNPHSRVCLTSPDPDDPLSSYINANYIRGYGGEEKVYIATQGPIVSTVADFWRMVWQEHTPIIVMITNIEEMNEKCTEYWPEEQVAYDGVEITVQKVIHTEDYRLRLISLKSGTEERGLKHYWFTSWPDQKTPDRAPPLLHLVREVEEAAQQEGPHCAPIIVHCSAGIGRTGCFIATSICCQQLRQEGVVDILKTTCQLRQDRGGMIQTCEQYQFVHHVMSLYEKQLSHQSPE
#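 System: isolated STEP enzyme; schedule: 20 min enzyme reaction at room temperature, protected from light; medium: Bis-Tris buffer pH 6.0, 2.5 mM DTT, 0.005% Tween 20; signal: fluorescence, 480/540 nm; dosing: single compound dose of 20 µM, 1% DMSO final; also added: OMFP substrate, 25 µM final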
# NRP1-CendR mod = modulators of CendR peptide binding to human neuropilin-1 | O14786 | FAM-RPARPAR peptide binding to NRP-1, fluorescence polarization | inhibition, % at 25 µM | 360,000 compounds, 0.85% hits | AID 602438;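 active means inhibition or corrected inhibition above about 18%, plus a signal ratio from 0.5 to 1.5, limit read from the data, passing the limit was not always enough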; further: strong numbers were not always called active
# LMPTP inh = LMPTP (human) inhibition | P24666 | recombinant LMPTP-A, OMFP fluorogenic substrate, fluorescence intensity | 360,000 compounds, 0.22% hits | inhibition, % at 20 µM;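 active means compounds that cut the enzyme signal by at least half of the control window in the single-dose screen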;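 further: plate controls were DMSO wells with enzyme plus substrate for no effect and substrate without enzyme for full effect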
# Target sequence (P24666 whole entry, looked up): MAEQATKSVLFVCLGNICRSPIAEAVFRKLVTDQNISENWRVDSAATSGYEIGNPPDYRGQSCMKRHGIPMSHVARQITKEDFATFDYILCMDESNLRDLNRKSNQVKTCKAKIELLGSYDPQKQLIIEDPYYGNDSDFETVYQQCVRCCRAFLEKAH
#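 Test system: LMPTP-A, protein tyrosine phosphatase of low molecular weight; Input: 0.625 nM enzyme; Incubation: 50 min dark incubation at room temperature; Signal: endpoint fluorescence intensity from OMFP dephosphorylation; Read-out basis: % inhibition versus control wells.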
# SKN-1 block = inhibitors of C. elegans SKN-1 | 360,000 compounds, 0.49% hits | C. elegans VP596 Pgst-4::GFP/RFP ratio, acrylamide-induced, 24 h | inhibition, % at 21.8 µM;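 active means interference check ratio from 0.5 to 1.5 plus GFP to RFP signal ratio inhibition reaching or exceeding a fixed threshold, cut at about 30% in these data, passing the limit was not always enough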; further: some compounds called inactive have numbers as strong as hits
# DNMT1 inh = DNMT1 (human) enzyme inhibition; 360,000 compounds, 0.83% hits; AID 588458; DNMT1 molecular beacon, Hinp1I cleavage, fluorescence; inhibition (reported as % activation of signal), % at 10 µM; in the data active means inhibition above about 50%
# An asterisk follows results filed as active; i = inactive; x = no result given.
SMILES,MT1-MMP act inh,SUMO1-SIM PPI,Rpn11 block,NadD block,Scp-1 inhibitor,STEP block,NRP1-CendR mod,LMPTP inh,SKN-1 block,DNMT1 inh
COc1ccc(NC(=O)C2CCN(S(=O)(=O)c3ccc(OC)c(OC)c3)CC2)c(OC)c1,-5,1,i,-3,-2,2,0,-1.2,-38,5
O=C(Cn1cccc1C(=O)c1ccccc1)NCCc1ccccc1,-3,3,i,-2,10,-2,8,0.2,-9,4
COc1ccc(-c2cnc3c(NC=O)cc(-c4ccccc4)cn23)cc1OC,-6,-2,i,2,x,1,-35,0.9,3,-45
COc1ccc(C)cc1NC(=O)c1ccc(N(C)S(C)(=O)=O)cc1,-3,13,i,2,0,-1,11,-0.7,-19,-4
CCc1ccccc1N1C(=O)C2CC(C)=C(C)CC2C1=O (stereo not drawn),-3,-3,i,4,-2,-3,4,-2.6,-1,2
Cc1ccc(S(=O)(=O)CCSc2cccc(C(=O)Nc3ccccc3C(=O)O)c2)cc1,6,12,i,1,-5,0,-17,0.0,0,1
CC(=O)c1ccc(NC2=C(N3CCOCC3)C(=O)c3ccccc3C2=O)cc1,-5,-5,i,-1,-5,2,9,3.1,-2,-14
S=C(c1c[nH]c2ccc(Br)cc12)N1CCOCC1,1,0,i,-1,-2,-2,8,-0.8,10,-3
CN(C)S(=O)(=O)c1ccc(Cl)c(NC(=O)COC(=O)C2CSC3(C)CCC(=O)N23)c1 (stereo not drawn),3,0,i,-1,-4,5,3,-2.7,8,8
Cc1cc(C)nc(SCC(=O)Nc2cc(C)on2)n1,0,0,i,-3,-8,-3,-6,-1.2,-7,3
Cc1c(NC(=O)CN2C(=O)NC3(CCC(C)CC3)C2=O)c(=O)n(-c2ccccc2)n1C (stereo not drawn),3,3,i,-3,-3,2,1,-0.7,-12,3
CCn1c(-c2csc(-c3ccc(Cl)cc3)n2)n[nH]c1=S,2,1,i,24,-15,-1,-2,0.1,5,11
COc1ccccc1CSc1nc2ccccc2[nH]1,3,8,i,0,-11,-2,-14,-0.3,5,-1
CCOC(=O)N1CCN(S(=O)(=O)c2ccc(OC)c(Br)c2)CC1,x,2,i,-3,-1,-4,12,-1.2,7,1
CC1(C)Cc2c(c(-c3ccco3)nc3sc4c(NCCCO)ncnc4c23)CO1,x,0,i,-7,-4,-1,-31,1.7,-5,-3
CCOC(=O)N1CCC(N(CCOC)C(=O)Nc2ccc(Cl)c(Cl)c2)CC1,-1,-2,i,1,-7,-2,2,1.4,13,1
CCOC(=O)C1CCN(C(=O)CCc2nnc3ccc(N4CCC(C)CC4)nn23)CC1,1,1,i,3,-6,-2,-1,-1.4,9,-1
Brc1cc2c(cc1C1OCCO1)OCO2,-1,-1,i,-5,3,-2,0,1.0,-7,-1
CCc1ccc(CNC(=O)c2ccc(OC3CCN(C(C)=O)CC3)c(OC)c2)nc1,1,4,i,-2,-4,-1,0,-1.8,-5,1
CCn1c(NC(=O)c2cccs2)c(-c2cccs2)c(=O)c2ccccc21,7,0,i,-1,-2,-2,4,-0.1,3,-4

# One compound at a time (already shown).
# `CCn1c(NC(=O)c2cccs2)c(-c2cccs2)c(=O)c2ccccc21` is entered as MT1-MMP act inh = 7; SUMO1-SIM PPI = 0; Rpn11 block = i; NadD block = -1; Scp-1 inhibitor = -2; STEP block = -2; NRP1-CendR mod = 4; LMPTP inh = -0.1; SKN-1 block = 3; DNMT1 inh = -4
# `CCOC(=O)C1CCN(C(=O)CCc2nnc3ccc(N4CCC(C)CC4)nn23)CC1` is entered as MT1-MMP act inh = 1; SUMO1-SIM PPI = 1; Rpn11 block = i; NadD block = 3; Scp-1 inhibitor = -6; STEP block = -2; NRP1-CendR mod = -1; LMPTP inh = -1.4; SKN-1 block = 9; DNMT1 inh = -1

# Ordered by formula weight (low to high): some entries from above
SMILES,MT1-MMP act inh,SUMO1-SIM PPI,Rpn11 block,NadD block,Scp-1 inhibitor,STEP block,NRP1-CendR mod,LMPTP inh,SKN-1 block,DNMT1 inh
COc1ccccc1CSc1nc2ccccc2[nH]1,3,8,i,0,-11,-2,-14,-0.3,5,-1
CC1(C)Cc2c(c(-c3ccco3)nc3sc4c(NCCCO)ncnc4c23)CO1,x,0,i,-7,-4,-1,-31,1.7,-5,-3
CCc1ccc(CNC(=O)c2ccc(OC3CCN(C(C)=O)CC3)c(OC)c2)nc1,1,4,i,-2,-4,-1,0,-1.8,-5,1
Cc1c(NC(=O)CN2C(=O)NC3(CCC(C)CC3)C2=O)c(=O)n(-c2ccccc2)n1C (stereo not drawn),3,3,i,-3,-3,2,1,-0.7,-12,3

# The list continues:
SMILES,MT1-MMP act inh,SUMO1-SIM PPI,Rpn11 block,NadD block,Scp-1 inhibitor,STEP block,NRP1-CendR mod,LMPTP inh,SKN-1 block,DNMT1 inh
Cc1ccc(C)c(Nc2ncccc2C(=O)NCc2cccs2)c1,-12,-1,i,-3,3,-2,-2,2.2,7,-2
CSc1oc(-c2cccs2)nc1S(=O)(=O)c1ccccc1,1,-4,i,-2,-14,2,-25,2.4,4,-8
Cc1cc2nnc(SC(C)C#N)n2c2ccccc12 (stereo not drawn),4,-2,i,9,15,2,4,0.1,-16,0
Cc1ccc(S(=O)(=O)NCC(=O)N(CC(=O)NC(C)(C)C)Cc2cccs2)cc1,2,-3,i,-4,-9,-3,-6,-1.3,-11,2
COc1ccc2nc(N3CCCC3)[nH]c2c1,8,-1,i,-4,-8,1,-2,-0.7,14,88*
COc1cc(NC(=O)C2CCN(S(=O)(=O)c3cccs3)CC2)c(C(=O)O)cc1OC,1,12,i,3,x,-4,-6,-1.0,16,0
COc1ccc(S(=O)(=O)N2CCN(C(=O)C3CCCO3)CC2)cc1 (stereo not drawn),-2,-4,i,-6,-12,-1,17,-0.7,1,1
COc1ccccc1C(=O)NNC(=O)c1cccc(O)c1,-3,0,i,1,-4,0,-1,-0.5,5,-1
COc1ccc(N(CC(=O)N/N=C/c2ccc(C(=O)O)cc2)S(=O)(=O)c2ccc(NC(C)=O)cc2)cc1,0,-12,i,-4,-11,-1,12,0.5,5,3
CC(Sc1n[nH]c(-c2cccs2)n1)C(=O)N1CCCC1 (stereo not drawn),0,7,i,2,-7,2,6,-2.1,29,3
COc1cc(NC(=O)CSc2nc(=O)n(CCN3CCOCC3)c3c2CCCC3)cc(OC)c1,-2,2,i,-4,3,-3,-10,-1.5,10,0
CCOC(=O)c1ccc(NC(=O)c2n[nH]c(=O)c3ccccc23)cc1,2,1,i,-9,-5,0,3,-0.9,3,-2
CC1CN(Cc2nc3c(c(=O)[nH]c(=O)n3C)n2CCCc2ccccc2)CC(C)O1 (stereo not drawn),-3,-1,i,-2,-8,2,0,-0.5,10,-1
O=C(NC1CCCCC1)N1CCN(C(=O)c2ccco2)CC1,10,2,i,4,1,-1,-3,-1.0,-4,2
CCN(CC)C(=O)c1cc2c(=O)c3cc(Cl)ccc3oc2nc1C,3,-10,i,11,-5,0,-13,1.0,5,-4
CC(C)CN(C(=O)C(C)N1C(=O)c2ccccc2C1=O)c1c(N)n(Cc2ccccc2)c(=O)[nH]c1=O (stereo not drawn),0,-2,i,3,-4,-1,-7,0.1,5,-3
O=C(Nc1ccc2ccccc2c1)c1cccc(F)c1,-3,-12,i,-7,-10,0,10,1.1,4,3
COc1ccc(Br)cc1/C=N/NC(=O)Cn1nnnc1N,-2,-8,i,-3,-7,-2,4,0.8,-5,-5
COc1ccc(N2CCN(c3nc(=S)n(-c4ccccc4)c(C)c3C(C)=O)CC2)cc1,-60,-13,i,9,7,6,-59,42,19,14
CCOC(=O)c1cccc(NC(=O)CSc2nnc(COc3ccccc3)n2CC)c1,-4,8,i,-7,-2,-6,2,0.7,-12,2

# Part of the list above, with two lines to a compound:
# The line under a structure holds: MT1-MMP act inh | SUMO1-SIM PPI | Rpn11 block | NadD block | Scp-1 inhibitor | STEP block | NRP1-CendR mod | LMPTP inh | SKN-1 block | DNMT1 inh
O=C(Nc1ccc2ccccc2c1)c1cccc(F)c1
    -3 | -12 | i | -7 | -10 | 0 | 10 | 1.1 | 4 | 3
COc1ccc(Br)cc1/C=N/NC(=O)Cn1nnnc1N
    -2 | -8 | i | -3 | -7 | -2 | 4 | 0.8 | -5 | -5
COc1ccc(N2CCN(c3nc(=S)n(-c4ccccc4)c(C)c3C(C)=O)CC2)cc1
    -60 | -13 | i | 9 | 7 | 6 | -59 | 42 | 19 | 14

# Remaining list, next part:
SMILES,MT1-MMP act inh,SUMO1-SIM PPI,Rpn11 block,NadD block,Scp-1 inhibitor,STEP block,NRP1-CendR mod,LMPTP inh,SKN-1 block,DNMT1 inh
COCCNc1nnc(SCC(=O)NC(=O)c2ccc(Cl)cc2)s1,-1,-2,i,-3,-9,5,-4,0.0,4,0
O=C(NNc1ccc(F)cc1)c1c(F)cccc1Cl,0,-4,i,0,-9,-1,-2,-0.2,-1,-1
Cc1cccc(N2CCN(C(=O)c3ccccc3OCc3c(C)noc3C)CC2)c1C,1,7,i,-5,-3,0,-5,0.3,-8,-1
CN(C(=O)c1ccc(Cl)cc1)C1CCS(=O)(=O)C1 (stereo not drawn),3,1,i,0,-2,0,4,-0.4,-9,-1
CC(=O)c1cccc(OCc2cc(C(=O)N3CC4C[C@@H]5CC3C[C@H](C4)C5)no2)c1,4,3,i,-3,-8,-2,6,0.9,17,2
C=CCc1cc(CN2CC(C)OC(C)C2)c(O)c(OC)c1 (stereo not drawn),-4,2,i,3,-8,-1,-5,-0.8,19,3
O=C(NCc1ccccn1)c1ccc(NS(=O)(=O)c2cccc([N+](=O)[O-])c2)cc1,-1,-19,x,1,-1,-2,10,-1.0,-20,3
COc1ccc(-c2cc(-c3ccco3)[nH]c(=O)c2C#N)cc1,-22,-20,i,2,31,6,-38,16,-7,-6
Cc1sc(NC(=O)c2ccco2)c(CN2CCN(c3ccccn3)CC2)c1C,-9,-6,i,-5,-7,4,-6,2.2,5,-11
CC(C)CNC(=S)Nc1ccc(F)cc1,1,1,i,0,-1,-1,5,-0.3,-7,-5
O=C(Nc1ccccc1)Nc1cc(S(=O)(=O)N2CCOCC2)ccc1N1CCCC1,3,3,i,-3,-2,-2,-8,0.0,1,12
Cc1ccn2cc(-c3ccc4c(c3)NC(=O)CO4)nc2c1,2,54*,i,-6,-1,3,-8,16,-1,1
O=C(NCCC(=O)N1CCN(S(=O)(=O)c2ccc(Cl)cc2)CC1)Nc1ccccc1,1,5,i,5,-9,2,-4,0.2,-5,-2
COc1ccc(C2C(C(=O)c3cccs3)=C(O)C(=O)N2c2cccc(C)n2)cc1 (stereo not drawn),-4,-4,i,12,-7,2,13,0.7,18,-1
O=C(Cn1cnc([N+](=O)[O-])n1)c1ccccc1,0,-27,i,-5,-7,-1,-3,-0.1,-6,1
Cc1ccc(C2CC(=O)C=C(NCc3ccccc3)C2)cc1 (stereo not drawn),-1,0,i,-3,-4,1,10,-0.4,-3,-4

# Source: PubChem
